# Assay outcomes from PubChem.
# Rab7 wt modul = modulators of GTP binding to dog Rab7 wildtype GTPase; GST-Rab7 beads, fluorescent GTP binding, flow cytometry; actives lie on both sides; untreated = 100%, excess cold GTP = 0%; GTP binding activity (percent of control), % at 10 µM; 190,000 compounds, 0.055% hits;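 active = fluorescent GTP binding to Rab7 beads changed by at least 20 points from the 100% baseline, either direction, mostly lower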;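 note: median green fluorescence of bound Bodipy-FL-GTP per Rab7 bead population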
# Cdc42 wt = changes GTP binding to wildtype human Cdc42; GST-Cdc42 beads, Bodipy-GTP binding, flow cytometry; actives lie on both sides; P60953; AID 761; percent activity (GTP binding), % at 10 µM; 190,000 compounds, 0.2% hits;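 active = percent activity GTP binding at least 20 points away from the 100% baseline, either down as inhibitor or up as activator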;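 note: median bead fluorescence of bound Bodipy-FL-GTP at 100 nM; 0% = excess unlabeled GTP control and 100% = no compound control; below 100% means less GTP binding so inhibitor and above means activator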
# Target sequence (P60953 whole entry, looked up): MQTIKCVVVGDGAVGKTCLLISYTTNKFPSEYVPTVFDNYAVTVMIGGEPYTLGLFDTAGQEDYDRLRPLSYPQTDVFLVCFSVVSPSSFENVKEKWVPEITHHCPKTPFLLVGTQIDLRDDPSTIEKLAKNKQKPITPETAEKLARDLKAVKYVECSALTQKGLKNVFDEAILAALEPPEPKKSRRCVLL
# Rab2 wt GTP = changes GTP binding to wildtype dog Rab2A, up or down; P61105; GST-Rab2 wt beads, Bodipy-GTP binding, flow cytometry; GTP binding activity, % at 10 µM; 190,000 compounds, 0.19% hits; AID 760;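 active = GTP binding activity at least 20 points away from 100%, either lowered or raised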;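 note: 0% = beads with excess unlabeled GTP and 100% = no-compound control corrected for plate trend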
# Rac1 act GTP bind = alters GTP binding to activated mutant human Rac1; 190,000 compounds, 0.11% hits; percent activity (GTP binding), % at 10 µM; GST-Rac1 activated beads, fluorescent GTP binding, flow cytometry; actives lie on both sides; 100% means binding = to untreated wells; AID 764;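 active = GTP binding at least 20 percentage points away from the 100% baseline, in either direction, so actives lie on both sides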
# ABCG2 block = inhibitors of human ABCG2 transporter, ABCB1 counter-screen | IgMXP3 cells, JC-1 efflux, flow cytometry | Q9UNQ0 | inhibition, % at 6.6 µM | 190,000 compounds, 0.1% hits;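 active = inhibition above 80%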;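 note: 0% = DMSO and 100% = nicardipine control wells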
#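 test system = two drug-resistant human cell lines, ABCG2 and ABCB1 | amount = 3 million cells/mL final, two lines in 1:1 ratio | reagent = JC-1 transporter substrate | doses = one concentration, 6.6 µM final | incubation = 10 min at 25 °C | signal = flow cytometric JC-1 green MFI at 530 nm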
# Rac1 wt modul = human Rac1 wildtype GTP binding, inhibitors and activators | 190,000 compounds, 0.27% hits | GST-Rac1 beads, fluorescent GTP binding, flow cytometry; actives lie on both sides; 0 = cold GTP competed, 100 = untreated | GTP binding activity (% of control), % at 10 µM;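 active = GTP binding activity at least 20 points away from the 100% control level, either lower or higher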
# HRas wt GTP bind = changes GTP binding to wildtype human HRas; GST-Ras wt beads, Bodipy-FL-GTP binding, flow cytometry; actives lie on both sides; GTP binding activity, % at 10 µM; 190,000 compounds, 0.14% hits; AID 759;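 active = GTP binding activity at least 20% away from the 100% baseline, either lowered as inhibitor or raised as activator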;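 note: 0% = unlabeled GTP competition control and 100% = no-compound control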
# Target sequence (P01112 whole entry, looked up): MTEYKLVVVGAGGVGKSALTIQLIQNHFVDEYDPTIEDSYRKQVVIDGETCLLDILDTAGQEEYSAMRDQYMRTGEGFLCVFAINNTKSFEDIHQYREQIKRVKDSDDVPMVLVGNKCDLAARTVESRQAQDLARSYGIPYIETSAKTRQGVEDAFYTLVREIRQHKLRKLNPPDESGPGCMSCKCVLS
# Pf gamet viab = P. falciparum stage V gametocyte viability inhibition; P. falciparum stage V gametocytes, ATP luminescence, 24 h; inhibition, % at 10.9 µM; 150,000 compounds, 0.065% hits; AID 743093;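 active = inhibition above the mean plus 3 SD of compounds within the control limits, set per campaign, cut at about 38% in these data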;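 note: 0% = DMSO wells and 100% = medium only without gametocytes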
# Avidin bead fluor = avidin bead compound fluorescence profile. Avidin beads, compound fluorescence 488/530 nm, flow cytometry; active compounds read high. fluorescence (KMESF) at 10 µM. 220,000 compounds, 0.38% hits. AID 1775; in the data active = fluorescence above about 47; note: inactives centre near 10
# Mcl1 Noxa PPI = Mcl-1/Noxa interaction inhibition | Q07820 | TR-FRET Mcl-1/Noxa peptide binding, 2 h | inhibition, % at 21.7 µM | AID 1022 | 220,000 compounds, 1.5% hits;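 active = compounds that cut the protein-peptide binding signal by more than 50% relative to plate controls in a single-dose test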;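 note: His-tagged Mcl-1 with rhodamine Noxa BH3 peptide and terbium anti-His antibody; 0% = Mcl-1 plus Noxa peptide wells and 100% = peptide-only wells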
# Target sequence (Q07820 whole entry, looked up): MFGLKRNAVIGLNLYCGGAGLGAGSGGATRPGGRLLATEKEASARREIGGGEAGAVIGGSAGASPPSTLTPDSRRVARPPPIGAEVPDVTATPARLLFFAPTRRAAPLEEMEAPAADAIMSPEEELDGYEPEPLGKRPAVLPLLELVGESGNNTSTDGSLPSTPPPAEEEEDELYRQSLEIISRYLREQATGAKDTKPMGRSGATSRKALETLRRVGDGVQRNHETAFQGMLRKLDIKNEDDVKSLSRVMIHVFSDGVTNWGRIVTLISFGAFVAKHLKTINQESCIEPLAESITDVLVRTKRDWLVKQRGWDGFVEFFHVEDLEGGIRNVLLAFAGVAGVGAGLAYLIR
# ABCB1 inh = human ABCB1 inhibition, ABCG2 as counter-screen. 190,000 compounds, 0.067% hits. inhibition, % at 6.6 µM. AID 1326. P08183. CCRF-Adr cells, JC-1 efflux, flow cytometry; in the data active = inhibition above about 40%;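 note: 0% = vehicle and 100% = reference inhibitor; higher value means more JC-1 retained so stronger ABCB1 efflux block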
# * marks the source's active call; other numbers are inactive results; x = not tested or not shown.
# Abbreviations: A = Rab7 wt modul; B = Cdc42 wt; C = Rab2 wt GTP; D = Rac1 act GTP bind; E = ABCG2 block; F = Rac1 wt modul; G = HRas wt GTP bind; H = Pf gamet viab; I = Avidin bead fluor; J = Mcl1 Noxa PPI; K = ABCB1 inh
> CCOC(=O)C1=C(C)Nc2ccccc2N=C1NC(=O)Cc1ccc(Br)cc1
  A: 104	B: 103	C: 100	D: 100	E: 1	F: 104	G: 101	H: 15	I: 12	J: -2	K: 0.9
> CC12CN3CCN(CC(C3)C1(O)CN1CCOCC1)C2 (stereo unspecified)
  A: 100	B: 98	C: 98	D: 95	E: 1	F: 96	G: 97	H: -1	I: 19	J: 10	K: 0.2
> Cc1cccc(NC(=O)c2cc(NC(=O)c3ccco3)ccc2Cl)n1
  A: 103	B: 102	C: 100	D: 100	E: 2	F: 104	G: 100	H: 6	I: 16	J: 0	K: 0.5
> CCCCN(CC)CCCNC(=S)Nc1ccc2nc3n(c(=O)c2c1)CCCCC3
  A: 98	B: 104	C: 96	D: 100	E: 11	F: 102	G: 100	H: -16	I: 12	J: 38	K: 1.8
> Cc1ccc2oc(=O)c3cc(C(=O)NCCN4CCN(C)CC4)sc3c2c1
  A: 97	B: 102	C: 98	D: 100	E: 3	F: 102	G: 98	H: x	I: 10	J: 37	K: 0.4
> CCSc1nnc(NC(=O)CN2C(=O)C3CC=CCC3C2=O)s1 (stereo unspecified)
  A: 102	B: 90	C: 96	D: 95	E: 2	F: 93	G: 96	H: 0	I: 9	J: -11	K: -0.5
> S=c1[nH]nc(C2CC2)n1Cc1ccccc1
  A: 95	B: 98	C: 95	D: 95	E: -3	F: 95	G: 98	H: 1	I: 10	J: 22	K: -0.6
> Cc1nc(COC(=O)c2c(C)nn(-c3ccccc3)c2C)cs1
  A: 102	B: 103	C: 102	D: 100	E: 0	F: 104	G: 104	H: x	I: 6	J: 9	K: -2.0
> Cc1cc(C)cc(NC(=O)Cn2nnc3ccccc3c2=O)c1
  A: 102	B: 93	C: 99	D: 95	E: 3	F: 97	G: 98	H: 2	I: 24	J: 1	K: 0.8
> CCN(CC)S(=O)(=O)c1cc(C(=O)Nc2cccnc2Cl)ccc1Cl
  A: 96	B: 99	C: 99	D: 96	E: 6	F: 98	G: 97	H: x	I: 10	J: -6	K: 0.6

# Structures above that contain four or more nitrogen atoms (3):
# Abbreviations: A = Rab7 wt modul; B = Cdc42 wt; C = Rab2 wt GTP; D = Rac1 act GTP bind; E = ABCG2 block; F = Rac1 wt modul; G = HRas wt GTP bind; H = Pf gamet viab; I = Avidin bead fluor; J = Mcl1 Noxa PPI; K = ABCB1 inh
> CCCCN(CC)CCCNC(=S)Nc1ccc2nc3n(c(=O)c2c1)CCCCC3
  A: 98	B: 104	C: 96	D: 100	E: 11	F: 102	G: 100	H: -16	I: 12	J: 38	K: 1.8
> CCSc1nnc(NC(=O)CN2C(=O)C3CC=CCC3C2=O)s1 (stereo unspecified)
  A: 102	B: 90	C: 96	D: 95	E: 2	F: 93	G: 96	H: 0	I: 9	J: -11	K: -0.5
> Cc1cc(C)cc(NC(=O)Cn2nnc3ccccc3c2=O)c1
  A: 102	B: 93	C: 99	D: 95	E: 3	F: 97	G: 98	H: 2	I: 24	J: 1	K: 0.8

# Single records (already shown). Order of values: Rab7 wt modul | Cdc42 wt | Rab2 wt GTP | Rac1 act GTP bind | ABCG2 block | Rac1 wt modul | HRas wt GTP bind | Pf gamet viab | Avidin bead fluor | Mcl1 Noxa PPI | ABCB1 inh
# Cc1cccc(NC(=O)c2cc(NC(=O)c3ccco3)ccc2Cl)n1 is listed with 103 | 102 | 100 | 100 | 2 | 104 | 100 | 6 | 16 | 0 | 0.5
# Cc1ccc2oc(=O)c3cc(C(=O)NCCN4CCN(C)CC4)sc3c2c1 is listed with 97 | 102 | 98 | 100 | 3 | 102 | 98 | x | 10 | 37 | 0.4

# Next compounds
# Abbreviations: A = Rab7 wt modul; B = Cdc42 wt; C = Rab2 wt GTP; D = Rac1 act GTP bind; E = ABCG2 block; F = Rac1 wt modul; G = HRas wt GTP bind; H = Pf gamet viab; I = Avidin bead fluor; J = Mcl1 Noxa PPI; K = ABCB1 inh
> CC(C)c1nnc(NC(=O)CCCC(=O)O)s1
  A: 100	B: 95	C: 98	D: 96	E: 0	F: 98	G: 99	H: x	I: 6	J: 17	K: 0.1
> COCc1c(C(=O)OC/C(O)=C(\C#N)c2nc3ccccc3[nH]2)oc2ccccc12
  A: 104	B: 98	C: 99	D: 96	E: 1	F: 100	G: 98	H: 0	I: 18	J: 10	K: 0.5
> CCN1CCN(S(=O)(=O)c2ccc(S(=O)(=O)N(CC)Cc3ccccc3)cc2)CC1
  A: 99	B: 98	C: 99	D: 98	E: 5	F: 97	G: 100	H: -23	I: 17	J: 5	K: 3.6
> COC(=O)c1ccccc1-c1ccc(/C=N/NC(=O)c2cc3ccccc3o2)o1
  A: 94	B: 93	C: 94	D: 98	E: -8	F: 92	G: 94	H: 15	I: 1	J: 22	K: -0.4
> CCn1ncc(Br)c1C(=O)Nc1ccc(Cl)cn1
  A: 101	B: 105	C: 103	D: 97	E: 5	F: 104	G: 103	H: x	I: 8	J: 10	K: 0.9
> CCOC(=O)COc1cccc2c(=O)n(CC(=O)N3CCc4ccccc43)ccc12
  A: 99	B: 100	C: 98	D: 97	E: 2	F: 98	G: 98	H: x	I: 4	J: 3	K: -0.5
> CCc1ccccc1NC(=S)N1CCC(C(=O)c2ccc(F)cc2)CC1
  A: 98	B: 105	C: 103	D: 99	E: 5	F: 102	G: 104	H: 12	I: 16	J: -25	K: 1.9
> CC(NC(=O)c1cc(-c2ccccc2)on1)c1ccccc1 (stereo unspecified)
  A: 102	B: 98	C: 99	D: 97	E: 2	F: 99	G: 98	H: x	I: 11	J: 1	K: 0.4
> O=C(NC1CCN(C(=S)NCc2ccco2)CC1)NC12CC3CC(CC(C3)C1)C2
  A: 98	B: 94	C: 95	D: 95	E: 2	F: 100	G: 97	H: x	I: 5	J: 4	K: 0.1
> NC(=O)c1c(NC(=O)c2ccccc2)sc2c1CCc1ccccc1-2
  A: 94	B: 96	C: 93	D: 94	E: 4	F: 93	G: 96	H: x	I: 14	J: 11	K: 0.6
> Cn1c(=O)c2c(nc(SCC(=O)NC34CC5CC(CC(C5)C3)C4)n2C)n(C)c1=O
  A: 103	B: 106	C: 106	D: 102	E: 5	F: 101	G: 105	H: x	I: 12	J: -21	K: 1.1
> COc1cccc(NC(=S)NCCc2ccccn2)c1
  A: 111	B: 98	C: 98	D: 97	E: 0	F: 99	G: 100	H: -4	I: 5	J: 11	K: 0.3
> CO/N=C/NC(=O)NOCc1c(Cl)cccc1Cl
  A: 95	B: 97	C: 97	D: 93	E: 5	F: 98	G: 98	H: x	I: 15	J: 10	K: -0.4

# Reprinted from the entries so far for reference:
# Abbreviations: A = Rab7 wt modul; B = Cdc42 wt; C = Rab2 wt GTP; D = Rac1 act GTP bind; E = ABCG2 block; F = Rac1 wt modul; G = HRas wt GTP bind; H = Pf gamet viab; I = Avidin bead fluor; J = Mcl1 Noxa PPI; K = ABCB1 inh
> Cn1c(=O)c2c(nc(SCC(=O)NC34CC5CC(CC(C5)C3)C4)n2C)n(C)c1=O
  A: 103	B: 106	C: 106	D: 102	E: 5	F: 101	G: 105	H: x	I: 12	J: -21	K: 1.1
> COc1cccc(NC(=S)NCCc2ccccn2)c1
  A: 111	B: 98	C: 98	D: 97	E: 0	F: 99	G: 100	H: -4	I: 5	J: 11	K: 0.3
